Lipid droplet = hepatic lipid droplet formation modulation. inhibition, % at 6.5 µM. AML12 mouse hepatocytes, oleate lipid droplets, BODIPY imaging. actives 0.4% (n = 240,000). AID 1656;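 active = lipid droplet intensity inhibited by at least 50%, with more than 500 cells counted; inconclusive = wells with under 300 cells, treated as cytotoxic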
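System: AML12 hepatocytes (mouse). Probe or stimulus: oleic acid at 100 µM to induce lipid droplet formation. Times: overnight treatment with compound plus oleate. Detection: Image-based BODIPY and DAPI two-channel analysis. Evaluation: percent inhibition of filter-corrected integrated lipid droplet intensity per well.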
AID2073 = inhibitors of Mint1-CaV2.2 protein interaction, biochemical, HTRF (AID 2073); HTRF protein-protein interaction, Mint1-CaV2.2; higher % means a stronger effect; inhibition, % at 20 µM; hits with a dose series show IC50 in µM; actives 0.19% (n = 290,000); in the data active = inhibition mostly above about 51%, no sharp cut-off; inconclusive = no clear call, values can overlap the other calls; inactive = mostly below about 53%; also: some results filed as inactive read as strong as hits
P. falciparum M17LAP = P. falciparum M17LAP inhibitors, primary screen, biochemical, fluorogenic H-Leu-NHMec substrate, 1536-well (AID 1619); recombinant M17LAP, H-Leu-NHMec fluorogenic kinetic assay; higher % means a stronger effect; one-dose inhibition, % at 30 µM; IC50 in µM for titrated hits; actives 0.38% (n = 220,000);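 active = compound inhibiting the enzyme by more than half at any dose during confirmatory dose-response retesting; inconclusive = strong single-dose inhibitors picked by rank but not retested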;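 also: plate controls were full reaction with DMSO carrier for no effect and no enzyme background for full effect; strong numbers were not always called active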
Siah-1 displacement = blockers of Siah-1 interaction with plectin peptide – biochemical, fluorescence polarization, rhodamine-plectin, uHTS, primary screen (AID 1817); Siah-1 / rhodamine-plectin peptide fluorescence polarization; higher % means a stronger effect; one-dose displacement, % at 20 µM; IC50 in µM for titrated hits; actives 0.02% (n = 290,000);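 active = displacement of at least 50% at 20 µM, with a fluorescence ratio check between 0.3 and a set limit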;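 also: plate controls were Siah plus tracer with DMSO for no effect and tracer alone without Siah for full effect; strong numbers were not always called active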
P. falciparum M1AAP = malaria alanyl aminopeptidase activity blockers – biochemical, fluorogenic H-Leu-NHMec substrate, 1536-well (AID 1445) | recombinant M1AAP, H-Leu-NHMec fluorogenic kinetic assay; higher % means a stronger effect | inhibition, % at 30 µM, or IC50 in µM where a hit was titrated | actives 0.42% (n = 220,000);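 active = primary inhibition above the hit cutoff, then over 50% inhibition at one or more dose response concentrations, cut at about 23% in these data, passing the limit was not always enough; inconclusive = conflicting primary data, or primary hits not chosen for dose response; inactive = low primary inhibition, or under 50% at every dose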;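 also: plate controls were DMSO full reaction for no effect and no enzyme background for full effect; strong numbers were not always called active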
LYP phosphatase = PTPN22 lymphoid phosphatase activity blockers – biochemical, fluorescence intensity, uHTS (AID 1779); actives 0.054% (n = 290,000); inhibition, % at 11.5 µM, or IC50 in µM where a hit was titrated; recombinant LYP phosphatase, fluorescence intensity; higher % means a stronger effect;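 also: plate controls were vehicle with enzyme for no effect and no enzyme for full effect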
NOD2 inhibition = inhibition of NOD2-driven NF-kB reporter – cell-based, luminescence, uHTS, HEK293 (AID 1566). HEK293 NOD2/NF-kB luciferase reporter, luminescence; higher % means a stronger effect. one-dose inhibition, % at 4 µM; EC50 in µM for titrated hits. actives 0.63% (n = 290,000); also: many of its hits are not listed in these tables
CSM14.1 death rescue = protection against thapsigargin-triggered cell killing – 384-well, CSM14.1, ATP luminescence, primary screen (AID 1222) | 190,000 tested, under 10 active | one-dose cellular ATP content (survival), % at 20 µM; EC50 in µM for titrated hits | CSM14.1 thapsigargin-induced death rescue, ATP luminescence; higher % means a stronger effect;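 active = EC50 below 50 µM in the dose-response confirmation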;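 also: death triggered by thapsigargin at about 15 µM added after 2 h compound pretreatment; cell ATP read after overnight thapsigargin exposure of roughly 18 to 22 hours; normalized against plate controls of thapsigargin alone and 5% DMSO vehicle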
XIAP displacement = small molecules displacing peptide from XIAP – biochemical, IAP family, fluorescence polarization (AID 1018). XIAP BIR domain, fluorescence polarization peptide displacement; higher % means a stronger effect. displacement, % at 20 µM; hits with a dose series show IC50 in µM. actives 0.007% (n = 200,000); in the data active = displacement above about 50%; also: a part of the inactive calls stands beside numbers as strong as those of hits
Lipid droplet cells 6.5 µM = recorded beside Lipid droplet, whose call it bears; cell count; measured here: cell count, cytotoxicity flag;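 cells counted across two imaged fields per well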
Numbers without * were called inactive; ? = inconclusive; . = not tested or not shown; & = joins results of further samples. Rule as the data show it, unless noted: active = inhibition above about 50%; inactive = the rest.

SMILES	Lipid droplet	Lipid droplet cells 6.5 µM	AID2073	P. falciparum M17LAP	Siah-1 displacement	P. falciparum M1AAP	LYP phosphatase	NOD2 inhibition	CSM14.1 death rescue	XIAP displacement
Cc1ccc(C(=O)O)cc1S(=O)(=O)N1CCC(C(=O)O)CC1	4	712	3%	-12%	1%	9%	-2%	-10%	-0.4%	-0.3%
c1ccc(-c2ccc(C(c3ccccc3)n3ccnc3)cc2)cc1 (stereo not drawn)	-10&20	650&716	-4%&29%	10%&0%	-8%&-1%	7%&-1%	1%&-2%	-10%&-8%	1.2%&16%	-9.3%&-2.3%
CC(C)C[C@H](NC(=O)c1ccc(OC2CCN(C(=O)C3CC3)CC2)cc1)C(N)=O	8	729	12%	-9%	-1%	-15%	2%	14%	2.5%	-5.0%
O=C(CN1C(=O)C2(OCCO2)c2ccccc21)c1ccc(Br)cc1	.	.	?	-5%	-4%	3%	-6%	-1%	-0.4%	-3.1%
O=C(CSc1nccc(=O)[nH]1)Nc1ccc(F)c([N+](=O)[O-])c1	4	575	-8%	31%	0%	6%	-5%	12%	10%	-2.6%
COc1cc(C2C(C#N)=C(N)Oc3n[nH]c(-c4ccccn4)c32)cc(OC)c1OC (stereo not drawn)	9	746	2%	46%	1%	3%	-9%	7%	-2.1%	-5.3%
CCN1CCN(C(=O)C2CCC(CNS(=O)(=O)c3ccc(NC(C)=O)cc3)CC2)CC1 (stereo not drawn)	-2	691	2%	.	8%	.	-10%	10%	.	.
COc1ccc(Br)cc1CNC(=O)Cn1nc(C)n2cccc2c1=O	10	752	2%	.	-5%	.	-8%	4%	.	.
COc1ccc(O)c(/C=N/NC(=O)c2ccc(N3CCCC3=O)cc2)c1	21	744	10%	.	-6%	.	-2%	26%	.	.
COc1ccc(N2C(=O)CC(NNc3nc4ccccc4s3)C2=O)cc1 (stereo not drawn)	-6	663	-3%	-3%	2%	3%	1%	9%	.	.
Fc1ccc(-c2cc(C(F)(F)F)nc(NCc3cccs3)n2)cc1	-3	707	11%	4%	22%	1%	3%	6%	-2.9%	2.9%
CC1CCN(C(=O)CCCOc2ccc(Cl)cc2)CC1	-16	775	-8%	11%	-4%	4%	-7%	-4%	-1.7%	-1.0%
COc1cc(OC)cc(C(=O)NNC(=O)c2ccc(S(=O)(=O)N3CC(C)OC(C)C3)cc2)c1 (stereo not drawn)	-7	719	-2%	-4%	-8%	1%	-1%	-13%	-1.8%	1.4%
CCn1cc(C(=O)N2CCN(c3ccccn3)CC2)c(=O)c2cc(S(=O)(=O)N3CCC(C)CC3)ccc21	0	698	6%	-4%	8%	5%	-6%	5%	-0.5%	-5.1%
Brc1cc(Br)c2ncnc(N3CCCCC3)c2c1	.	.	?	2%	-2%	-1%	-5%	14%	1.1%	3.1%
CCN1C(=O)[C@H]2[C@@H](c3ccc(C)cc3)N3C(=O)N(c4cccc(F)c4)C(=O)[C@@]3(CC)[C@H]2C1=O	0	796	-3%	.	0%	.	-8%	3%	.	.
Cc1nc2ncccn2c1-c1csc(NCc2ccco2)n1	-1	661	7%	0%	1%	10%	1%	-1%	1.9%	-2.2%
CC(=O)Nc1ccc(C(=O)CSc2nc3ccccc3n2CC(=O)N2CCCC2)cc1	.	.	21%	11%	-2%	3%	2%	-4%	-0.4%	-7.0%
CCN(CC)c1ccc(/C=N/NS(=O)(=O)c2cccc([N+](=O)[O-])c2)cc1	-15	647	8%	12%	3%	5%	2%	7%	0.1%	-4.3%
O=C(COC(=O)c1nc(Cl)ccc1Cl)Nc1ccc2c(c1)OCO2	7	748	9%	0%	-2%	-3%	-1%	7%	-1.0%	-17%
COc1ccc(-c2cc(C(F)F)n3ncc(C(=O)N4CCN(C)CC4)c3n2)cc1	11	756	17%	-83%	5%	4%	-10%	8%	-2.4%	-4.1%
CCOC(=O)c1cc2c(s1)-c1c(C)cccc1OC2	.	.	21%	-4%	4%	11%	-9%	-2%	0.3%	-1.8%
COC(=O)c1[nH]c(=O)c2ccccc2c1OCc1ccccc1	.	.	-5%	-3%	4%	2%	-9%	-2%	0.4%	-5.8%
CCc1cccc(C)c1NS(=O)(=O)c1cccs1	-2	848	14%	.	8%	.	-2%	.	.	.
CCn1c(=O)c([N+](=O)[O-])c(NCCCn2ccnc2)c2ccccc21	-2	662	-23%	3%	-3%	2%	-2%	17%	.	.
Cc1ccc(S(=O)(=O)/N=C(\c2ccc(F)cc2)n2c(C)nc3ccccc32)cc1	.	.	-8%	16%	-4%	2%	-14%	22%	-0.3%	-4.5%
Cc1ccc2c(c1)N(C(=O)CSc1nncn1C)C(C)(C)c1ssc(=S)c1-2	.	.	-19%	8%	-3%	12%	-3%	6%	2.3%	2.7%
CC(C)(C)OC(=O)NCCCCCc1nnc(SCC(N)=O)o1	.	.	-5%	-5%	7%	4%	-10%	-3%	-1.7%	-3.1%
CC(C)(C)NC(=O)C1CCCN(S(=O)(=O)c2ccc(-n3cnnn3)cc2)C1 (stereo not drawn)	2	838	0%	.	1%	.	-1%	4%	.	.
O=C(NNC(=O)c1nn(-c2ccc(F)cc2)ccc1=O)c1ccc(C(F)(F)F)cc1	-10	720	1%	-4%	1%	5%	-3%	3%	.	.
Nc1ccc2nc(-c3cccc(-c4nc5ccc(N)cc5[nH]4)n3)[nH]c2c1	-2	859	39%	.	10%	.	-32%	13%	.	.
Cc1cc(/C=C(\C#N)C(=O)Nc2ccccc2F)c(C)[nH]1	1	614	-1%	1%	0%	9%	-6%	-182%	-2.1%	-3.6%
O=C(CSc1nc2ccccc2[nH]1)NCCCn1ccnc1	.	.	5%	5%	0%	3%	3%	10%	0.3%	-2.6%
CCOC(=O)N1CCC(N(CCN(C)C)C(=S)Nc2cccc(OC)c2)CC1	2	728	-2%	2%	-7%	5%	-7%	2%	-1.1%	-4.8%
O=C(CSc1ncnc2sc3c(c12)CCC3)NCC1CCCO1 (stereo not drawn)	2	765	5%	.	5%	.	-5%	-3%	.	.
O=C(CSCCO)Nc1ccccc1	5	695	11%	0%	-3%	13%	-2%	-8%	-1.4%	-4.9%
CCCNC(=O)c1ccc(SC)cc1OC	.	.	?	4%	-3%	3%	-11%	11%	-0.3%	-2.4%
CCOC(=O)Cn1c(=O)c2c(nc(N3CCOCC3)n2C)n(C)c1=O	-12	749	-3%	-5%	-1%	1%	-8%	-2%	-2.6%	-0.4%
CCc1nnc(NC(=O)c2sc3nc(C)cc(COC)c3c2N)s1	5	746	18%	-6%	2%	9%	-5%	7%	-1.8%	2.2%
Cc1cc2nc(-c3ccc(NC(=O)C(C)C)cc3)oc2cc1C	3	797	31%	-1%	5%	6%	-4%	-80%	-3.1%	-2.5%
Nc1ccc(-c2cnc[nH]2)cc1[N+](=O)[O-]	-47	755	6%	37%	2%	?	4%	-10%	.	.
CCn1c(Cc2ccccc2)nnc1SCC(=O)Nc1nc(C)cs1	-6	792	-4%	-1%	1%	-3%	-5%	15%	-3.8%	-9.8%
COc1ccc(Cl)cc1-c1nc(-c2ccc(Br)o2)no1	.	.	13%	3%	-5%	5%	-8%	5%	-1.0%	-9.3%
NC(=O)C1CC(=O)N(c2ccc(OCC(=O)Nc3ccc(Cl)cc3)cc2)C1 (stereo not drawn)	-5	801	25%	.	10%	.	-4%	6%	.	.
CC(=O)Oc1ccccc1/C=C/c1ccc2ccccc2[n+]1C	-32	657	14%	.	2%	.	-11%	-12%	.	.
Cc1ccc(-c2nc3c(c(SCC(=O)N4CCOCC4)n2)Cc2c(CO)cnc(C)c2O3)cc1	23	673	-8%	.	0%	.	-9%	18%	.	.
COc1ccc(N2CCN(S(=O)(=O)/C=C/c3ccccc3)CC2)cc1	4	673	0%	-2%	4%	3%	-4%	-16%	1.2%	-1.4%
C=CCNC(=O)C(=O)N/N=C/c1cccc(Br)c1	-10	669	-1%	12%	11%	2%	-7%	5%	-0.1%	14%
CC(C)Oc1ccc(C(=O)N2CCCc3ccccc32)cc1	.	.	-6%	-3%	-1%	1%	-7%	4%	3.9%	-11%
O=C(c1ccc(CNc2c(N3CCCC3)c(=O)c2=O)cc1)N1CC=C(c2ccccc2)CC1	14	739	0%	-1%	18%	3%	0%	18%	.	.
Clc1ccc(-c2ccc(CNCC3CCCO3)o2)cc1 (stereo not drawn)	0	728	6%	-4%	3%	2%	-6%	-38%	.	.
O=C1NC(=Nc2cccnc2)S/C1=C\c1cccc(F)c1	-9	689	7%	-2%	-2%	7%	5%	17%	.	.
O=C1Nc2ccccc2N(O)N1c1ccc(S(=O)(=O)N2CCOCC2)cc1	-24	616	11%	11%	10%	2%	-9%	-5%	-0.8%	-4.4%
Cc1[nH]nc(SCC(=O)N(C)c2ccccc2)c1[N+](=O)[O-]	5	752	2%	1%	-8%	4%	-9%	6%	0.6%	-15%
COc1ccc(OC)c(C2=C[N+](=O)C(C)(C)C(C)(C)N2[O-])c1	-2	712	-10%	32%	5%	6%	-7%	5%	-2.3%	-1.5%
C/C(N)=C(/C#N)C(=O)CSc1nnc(SCc2ccc(Cl)cc2)s1	-1	786	6%	1%	0%	-4%	-5%	27%	-1.4%	-13%
CC1(CC(=O)NNC(=O)Nc2ccccc2)OCCCO1	0	714	33%	-1%	-5%	-2%	-7%	6%	-1.1%	-2.1%
N#C/C(=C\c1ccc(O)cc1)c1nc2ccccc2o1	-8	703	47%	-1%	4%	7%	-5%	-75%	.	.
COc1ccc(/C=N/N2C(=O)CSC2=S)cc1	9	495	-12%	26%	-5%	10%	6%	-24%	0.8%	-2.3%
Cc1ccc(S(=O)(=O)N(C)C)cc1NC(=O)CCc1ccccc1	17	642	-1%	-7%	0%	9%	-2%	-9%	.	.
N/C(COc1ccc(F)cc1)=N\NC(=O)c1cccnc1Oc1ccccc1	.	.	0%	-5%	4%	7%	-1%	12%	-0.8%	-1.5%
O=C(NCC1COCCO1)c1ccc(OC2CCN(CCc3ccccc3)CC2)cc1 (stereo not drawn)	-2	810	1%	.	-5%	.	-8%	6%	.	.

Copied from the list:
In LYP phosphatase, COc1ccc(Cl)cc1-c1nc(-c2ccc(Br)o2)no1 has the entry -8%
In P. falciparum M1AAP, CC1(CC(=O)NNC(=O)Nc2ccccc2)OCCCO1 has the entry -2%

Some of the compounds tested, so the mix of outcomes need not match the whole.
